ST2 IL33 inh – inhibitors of human ST2 (IL1RL1) binding to IL-33, primary screen, biochemical, AlphaLISA | Interleukin-1 receptor-like 1 (Homo sapiens), Q01638 | AlphaLISA ST2-Fc/biotin-IL-33 interaction, 1 h | inhibition, % for hits at 17 µM | 2.3% of 78,000 active | AID 1259354, 2018; in the data active = inhibition above about 30%; inconclusive = mostly about 10% to 28%
Target sequence (Q01638 whole entry, looked up): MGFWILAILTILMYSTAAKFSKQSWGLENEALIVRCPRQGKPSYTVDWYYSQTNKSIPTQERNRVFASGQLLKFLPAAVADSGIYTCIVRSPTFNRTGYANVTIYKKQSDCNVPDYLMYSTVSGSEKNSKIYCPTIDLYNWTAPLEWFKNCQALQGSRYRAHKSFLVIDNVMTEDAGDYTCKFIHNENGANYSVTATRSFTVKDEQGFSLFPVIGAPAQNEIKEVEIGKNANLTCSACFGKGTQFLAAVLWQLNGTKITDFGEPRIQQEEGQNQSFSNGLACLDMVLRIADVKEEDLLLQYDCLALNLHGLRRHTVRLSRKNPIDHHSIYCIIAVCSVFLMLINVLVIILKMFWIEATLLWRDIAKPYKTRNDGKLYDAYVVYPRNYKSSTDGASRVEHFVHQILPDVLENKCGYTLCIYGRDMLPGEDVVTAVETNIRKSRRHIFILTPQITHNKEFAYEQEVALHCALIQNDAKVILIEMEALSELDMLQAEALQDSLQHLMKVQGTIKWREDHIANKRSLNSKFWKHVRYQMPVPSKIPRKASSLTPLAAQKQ
The depositor's hits bear a star; i = inactive; ? = inconclusive; ! = repeats disagree. A portion of the library; rates above refer to the full screens.

SMILES	ST2 IL33 inh
CC1(C(=O)NC2CCCCCC2)CCC(=O)N1Cc1cccs1 (stereo not given)	i
c1ccc(C2=Nn3c(nnc3-c3ccco3)SC2)cc1	i
Cc1ccc(C(=O)N2CCCCC2)cc1C	i
COc1ccccc1NC1=CC(=O)CC(c2ccccc2)C1 (stereo not given)	i
Cc1csc2ncc(C(=O)Nc3ccon3)c(=O)n12	97%*!
CN(C)c1ccc(C2C3=C(CC(C)(C)CC3=O)Nc3ccccc3N2C(=O)c2ccccc2)cc1 (stereo not given)	i
N#Cc1cccn1Cc1ccc(F)cc1Cl	i
CC1CCC(C(=O)NC(C(=O)Nc2ccc(F)c(Cl)c2)C(C)C)CC1 (stereo not given)	?
CN1CCC(=C2c3ccccc3C=Cc3ccccc32)CC1	i
CC(C)Oc1ccc(C(Nc2ccccn2)c2ccc3cccnc3c2O)cc1 (stereo not given)	?
O=C1C2C(c3ccc(Cl)cc3)OC3(C(=O)c4ccccc4C3=O)C2C(=O)N1C1CCCCC1 (stereo not given)	?
COc1ccc(Cn2c(SC)nc3c(sc4ccccc43)c2=O)cc1	i

Ordered by formula weight (low to high): some entries from above.
SMILES	ST2 IL33 inh
N#Cc1cccn1Cc1ccc(F)cc1Cl	i
CN1CCC(=C2c3ccccc3C=Cc3ccccc32)CC1	i
COc1ccccc1NC1=CC(=O)CC(c2ccccc2)C1 (stereo not given)	i
COc1ccc(Cn2c(SC)nc3c(sc4ccccc43)c2=O)cc1	i
CC(C)Oc1ccc(C(Nc2ccccn2)c2ccc3cccnc3c2O)cc1 (stereo not given)	?
O=C1C2C(c3ccc(Cl)cc3)OC3(C(=O)c4ccccc4C3=O)C2C(=O)N1C1CCCCC1 (stereo not given)	?

Other structures follow.
SMILES	ST2 IL33 inh
CN(Cc1ccccc1)C(=O)C[C@@H]1O[C@H](CNC(=O)Nc2cccc(F)c2)[C@@H](O)[C@H]1O	i
COc1ccc(-c2cc(NCc3cccnc3)nc3[nH]ccc23)cn1	i
Cc1ncc2c(c1-c1noc(CCCC(=O)c3ccccc3)n1)CCNC2	i
CC(NC(=O)C1(c2ccc(Cl)cc2)CCC1)c1cnn(C)c1 (stereo not given)	?
COc1ccc(-c2nn(-c3ccccc3)cc2CN(C)Cc2csc(C)n2)c(F)c1	i
COc1ccc(C(=O)NCC(=O)O)cc1	i
Cc1ccc(-n2ncc3c(N4CCOCC4)ncnc32)c(C)c1	?
Cc1cc(NC(=O)c2cc(-c3cccs3)on2)n(-c2ccccc2)n1	?
Fc1ccccc1-c1n[nH]c2c1CN(Cc1cccn1-c1nccs1)CC2	i
O=C(Nc1cccc(Cl)c1)c1c[nH]c(=O)n(-c2ccccc2)c1=O	i
CC(=O)N1CCN([C@H]2[C@@H]3OC[C@@H](O3)[C@@H](NCc3ccco3)[C@@H]2O)CC1	?
COc1ccc(OC)c(-c2cc(C(=O)N3CCOCC3)no2)c1	i

4 of the compounds above, with bars between the fields:
SMILES | ST2 IL33 inh
O=C(Nc1cccc(Cl)c1)c1c[nH]c(=O)n(-c2ccccc2)c1=O | i
COc1ccc(C(=O)NCC(=O)O)cc1 | i
Cc1ncc2c(c1-c1noc(CCCC(=O)c3ccccc3)n1)CCNC2 | i
COc1ccc(-c2nn(-c3ccccc3)cc2CN(C)Cc2csc(C)n2)c(F)c1 | i

(next part)
SMILES	ST2 IL33 inh
O=c1cc(-c2cccs2)oc2ccc(O)cc12	i
COc1ccccc1CN1CCC(CN(CC(C)C)C(=O)/C=C/c2ccco2)CC1	?
O=C(c1cc2cc3ccc(Cl)cc3nc2o1)N1CCN(c2ccccc2)CC1	i
NS(=O)(=O)c1cc2c(cc1Cl)NC([C@@H]1C[C@H]3C=C[C@@H]1C3)NS2(=O)=O (stereo not given in full)	i
Cc1cc(-c2cc(NC3CCNCC3)nc3[nH]ccc23)c(=O)[nH]c1C	38%*
O=C(Nc1nnc(C2CCCCC2)s1)c1cccc(F)c1	i
CC[N+](CC)(CC)CC(=O)Nc1c(C)cccc1C	?
Cc1cc(C)nc(N=C(NC(=O)C(C)(C)C)Nc2cccc(C(F)(F)F)c2)n1	i
O=C(Cn1cnc2ccc([N+](=O)[O-])cc2c1=O)N1CCOCC1	i
Cc1noc(C)c1S(=O)(=O)N1CCN(c2cc(-c3cccc(F)c3)ncn2)CC1	i
CC1=C(C(=O)OCCOc2ccccc2)C(c2ccccc2Cl)C2=C(CCCC2=O)N1 (stereo not given)	i
Cc1cnccc1N1CCCN(C2CCN(C(=O)c3ccccc3)CC2)CC1	?
O=C(CCS(=O)(=O)c1cccc2nonc12)Nc1ccccc1F	i
CCC(C)NCc1ccccc1-c1ccc(S(C)(=O)=O)cc1 (stereo not given)	i
CCOc1cc(-c2nc(-c3ccncc3)no2)cc(OCC)c1OCC	i
O=C(CSc1nnc(Cc2cc(=O)[nH]c(=O)[nH]2)n1-c1ccccc1)N1CCCCCC1	?
CSCc1ccc(C(=O)NC(c2cccnc2)c2cc(C)ccc2C)o1 (stereo not given)	i
Cn1c(=O)c2c(nc(NCc3ccccc3)n2Cc2ccc(Cl)cc2Cl)n(C)c1=O	i
Cc1ccc(S(N)(=O)=O)cc1NC(=O)c1ccc2c(c1)OCO2	i
Cc1ccc(Cl)cc1N(CC(=O)Nc1ccccc1F)S(C)(=O)=O	i
COCCCN1CCC(CNC2CCSCC2)C1 (stereo not given)	i
COc1ccc(C(=O)Cc2cc3cccc(OC)c3oc2=O)cc1	i
COc1ccc(S(=O)(=O)Nc2ccc(OC)cc2[N+](=O)[O-])cc1	i
CCCCN(C)c1nc(C)nc2c1sc1nc3c(cc12)COC(C)(C)C3	?

3 of the compounds above, as labelled records.
Molecule: COc1ccc(C(=O)Cc2cc3cccc(OC)c3oc2=O)cc1
  ST2 IL33 inh = i
Molecule: O=C(CSc1nnc(Cc2cc(=O)[nH]c(=O)[nH]2)n1-c1ccccc1)N1CCCCCC1
  ST2 IL33 inh = ?
Molecule: CSCc1ccc(C(=O)NC(c2cccnc2)c2cc(C)ccc2C)o1 (stereo not given)
  ST2 IL33 inh = i

Next section
SMILES	ST2 IL33 inh
O=C1CC(c2ccc(Cl)cc2)CC2=C1C(c1ccccc1F)Nc1ccccc1N2 (stereo not given)	?
COC(=O)C1C(=O)C2=C(CC1C)NC(C)=C(C(=O)OCc1ccccc1)C2c1ccccc1F (stereo not given)	i
O=C(NCCc1ccco1)C1CC(Cc2ccc(F)cc2)=NO1 (stereo not given)	i
COc1c(F)cc(CN2CCC(n3cc(CO)nn3)CC2)cc1F	i
O=C(NCc1ccncc1)c1ccc([N+](=O)[O-])cc1	i
CN(C)c1cc(N(C)Cc2cc(C(C)(C)C)n[nH]2)ncn1	i
COc1cc(C)c(C(C)C)cc1S(=O)(=O)n1ccnc1C	i
O=c1c2ccccc2nc2c3ccccc3c(Sc3nnc4ccccn34)nn12	i
O=c1[nH]nc(C(O)c2ccccc2)n1Cc1cccs1 (stereo not given)	i
Cc1ccccc1Cn1nc(C)c(NC(=O)c2cc(-c3ccc4c(c3)OCO4)on2)c1C	i
Cc1cc(C)c(C(=O)CSc2ncn[nH]2)c(C)c1	i
FC(F)(F)c1cccc(N2CCN(C3CCCN(Cc4cnc[nH]4)C3)CC2)c1 (stereo not given)	i
N=c1c2c(-c3ccccc3)c(-c3ccccc3)n(Cc3ccco3)c2ncn1CCO	i
NCCC1CN(c2nc(-c3ccccc3)nc3c2CCNC3)CCO1 (stereo not given)	i
CCn1nc(C)cc1C(=O)NCCn1c(C)cc(C)nc1=O	i
COc1cccc(/C=C2/C(=O)NN(c3ccccc3)C2=O)c1	i
CS(=O)(=O)NC1CCN(CCOCc2ccccc2)CC1	i
O=[N+]([O-])c1ccc(-c2nc(-c3ccc(F)cc3)c(-c3ccncc3)[nH]2)cc1	i
Cc1cccc(NC(=O)C(C)N(c2ccccc2)S(C)(=O)=O)c1 (stereo not given)	i
CC1(C)C(=O)OC(c2ccc(C3OC(=O)C(C)(C)C(=O)C3(C)C)cc2)C(C)(C)C1=O (stereo not given)	i
C=CCN(Cc1ccccc1OC)C(=O)C/C=C/C	i
CC(C)(C)c1ccccc1Oc1ccccc1N	i
CC1CCc2c(sc(NC(=O)COc3ccc(C(C)C)cc3)c2C(N)=O)C1 (stereo not given)	i
Cc1ccccc1OCCCN(C)c1nc(-c2cccnc2)nc2c1CNC2	i
O[C@@H]1C[C@@H](c2nc(-c3ccc4c(c3)OCO4)no2)N(Cc2cc3ccccc3o2)C1	i
CC(=O)C1=C(C)OC(N)=C(C#N)C1c1cccc(OCc2ccccc2)c1 (stereo not given)	i
COc1ccc(-c2cc(C[C@H]3CNCC[C@H]3CC(=O)N3CCN(C)CC3)no2)cc1	i
Cc1cnc2c(C(=O)NC3CC(=O)N(CCc4ccc(F)cc4)C3)cnn2c1 (stereo not given)	i
CC(CC(=O)Nc1ccccc1C(N)=O)c1ccccc1 (stereo not given)	?
O=C1CC(c2cccs2)CC2=C1C(c1ccc(Cl)cc1Cl)Nc1ccccc1N2 (stereo not given)	?
COc1ccc(N2CCN(c3ncnc4sc(C(=O)N5CCCCC5)c(C)c34)CC2)cc1	?
O=C(c1cccc2nccnc12)N1[C@H]2CCNC[C@@H]1CC2	i
COc1ccc(NC(=O)c2cc(OC)c(OC)c(OC)c2Br)cc1Cl	i
Cc1[nH]c2ccc([N+](=O)[O-])cc2c1-c1ccccc1	?
CC(C)CN1CC23C=CC(O2)C(C(=O)OC(C)C)C3C1=O (stereo not given)	?
O=C(Nc1ccc(Cl)cc1[N+](=O)[O-])c1ccc(Cl)cc1	?
CN(C)CCN(C)Cc1ccc(O)c([N+](=O)[O-])c1	i
Cc1ccsc1[C@@H]1CCN(C2CCN(S(C)(=O)=O)CC2)C[C@H]1O	i
CCOCCOC(=O)C1=C(C)NC2=C(C(=O)C(C(=O)OC)C(C)C2)C1c1ccc(F)cc1 (stereo not given)	i
CN1CCN(C(=O)C(c2ccccc2)c2ccccc2)CC1	i
Cc1ccccc1-n1nc(-c2ccc(N)cc2)cc1N	i
CC(C)OCCCNC(=O)c1cc(=O)[nH]c2ccc(S(=O)(=O)N3CCCC3)cc12	i
COCCN1CCC(Cn2ccnc2-c2nccn2C)C1 (stereo not given)	i
CN1CCC(O)(c2ccccc2)CC1	i
CC1=CCC(C(=O)O)(C(=O)n2nc(C)cc2C)C(c2ccccc2)C1 (stereo not given)	?
COc1ccc(NC(=O)N2Cc3[nH]cnc3C[C@H]2c2nc(-c3ccc(F)cc3)no2)cc1	i
O=[N+]([O-])c1ccc(Cl)c(-c2ncnn2-c2ccccc2C(F)(F)F)c1	?
O=[N+]([O-])c1ccc(Nc2c[nH]c3ccccc23)cc1	42%*
C=CCN(Cc1ccc(F)cc1)C(=O)Cc1ccc2nc(C)[nH]c2c1	i
Cc1nc2nc(CO)[nH]n2c(=O)c1Cc1ccccc1	i
Cc1nn(CCNC(=O)[C@@H]2C[C@@H](NC(=O)c3ccccc3)CN2)c(C)c1Cl	i
NC(=O)c1cccn1Cc1ccccc1Cl	i
COc1ccccc1N1CCN(C(=O)C2c3ccccc3C(=O)N3CCc4ccccc4C23)CC1 (stereo not given)	i
O=C(NCCN1CCOCC1)c1ccc2c(c1)N(Cc1ccccc1)C(=O)c1ccccc1S2	i
CC1(C)Cc2nc3sc(C(=O)O)c(N)c3cc2CS1	i
O=C(NCc1cnn2ccccc12)C1CCOC1 (stereo not given)	?
COc1ccc(C2C(C(C)=O)=C(O)C(=O)N2c2cccc(C(=O)O)c2)cc1OC (stereo not given)	i
O=C(Nc1ccccc1Cl)C(Cc1ccccc1)N1C(=O)c2ccccc2C1=O (stereo not given)	?
CCCCOc1ccc(CC(=N)N)cc1Cl	i
CCn1cncc1Cn1ccnc1-c1ccc(O)c(OC)c1	?

Next section:
SMILES	ST2 IL33 inh
CC(C)(O)C1Cc2c(ccc3ccc(=O)oc23)O1 (stereo not given)	?
O=C(c1ccccc1)N1CC[C@H](c2nnc(-c3ccncc3)o2)C1	i
CC(=O)Oc1ccc2c(=O)c(Oc3cc(C)cc(C)c3)coc2c1	i
O=C(CSc1nc(-c2ccccc2)[nH]c1-c1ccccc1)Nc1ccc2c(c1)OCCO2	i
CN(Cc1csc(-c2ccccc2)n1)Cc1cc2n(n1)CCNC2	i
CCOc1ccc(C2CC(c3cccc(OC)c3)Nc3nc(N)nn32)cc1 (stereo not given)	i
CCCC(C(N)=O)C1=NC2(CCCCC2)Cc2ccccc21 (stereo not given)	?
CCOC(=O)C1CCN(C(=O)CSc2c3c(nc4ccc(Cl)cc24)CCCC3)CC1	i
CCN(CC)c1ncnc2c1cnn2-c1ccc(Cl)cc1	?
COC(N=Cc1c(C)[nH]n(-c2ccccc2)c1=O)(OC)OC	i
CCOc1ccccc1CN1CCSCC1	31%*
CCOCCCNC(=O)C1(O)c2cc(Br)ccc2NC(=O)N1c1ccc(CC)cc1 (stereo not given)	?

Part of the list above, as labelled records:
Structure: CCOc1ccccc1CN1CCSCC1
  ST2 IL33 inh = 31%*
Structure: O=C(CSc1nc(-c2ccccc2)[nH]c1-c1ccccc1)Nc1ccc2c(c1)OCCO2
  ST2 IL33 inh = i

Carrying on:
SMILES	ST2 IL33 inh
O=C(CSC1=Nc2ccccc2C2=NC(Cc3ccccc3)C(=O)N12)c1ccc(O)c(O)c1 (stereo not given)	?
CN(Cc1ccccc1)C1(CNC(=O)c2ccoc2)Cc2ccccc2C1	?
N#CC1=C(N)NC(SCC(=O)c2ccc(Cl)cc2)=C(C#N)C12CCCCC2	i
O=S(=O)(NC1CCCCCC1)c1cccc2cccnc12	i
O=C(CCC1CCCCC1)Nc1cccnc1	i
NC(=O)CN1C(=O)CC(c2ccccc2)Sc2ccccc21 (stereo not given)	i
Cc1nnnn1-c1ccc(CC(=O)NC(C)C2=CCCCC2)cc1 (stereo not given)	i
O=C(Nc1nc2ccc(Br)cc2s1)c1ccccc1F	?
Cc1ccc(Sc2c(C)nn(C(=O)CNS(=O)(=O)c3ccc(Cl)cc3)c2C)cc1	i
Cc1cccn2c(=O)c3cc(C(=O)Nc4ccc(Cl)c(Cl)c4)sc3nc12	i
Cn1c(=O)c2c(nc3n2CC(c2ccc(Cl)cc2)=NN3CCO)n(C)c1=O	i
Cc1cc(Cl)ccc1Nc1nc(-c2ccc([N+](=O)[O-])cc2)nc2ccccc12	?
O=C(CCN1CCCCO1)NCc1cccnc1N1CCCCCCC1	i
